# Lamin A splicing: LMNA splicing modulation; HeLa LMNA splicing GFP/RFP minigene ratio, 48 h; Potency, µM (series often up to 46.1 µM), inactives show at the top dose ratio change, negative = inhibition, actives largely listed as inhibitors; actives 0.01% (n = 200,000); AID 1487; active = well fitted inhibition curve with a large enough effect in the signal ratio, with a control signal flat, not every such curve was filed as active; inconclusive = small, poorly fitted or top-dose-only effect, or effect the other way, or a change in a side signal; the % refers to the signal ratio; also: potency is read from the fitted curve at half-maximal effect; % is scaled to controls: 0 for no effect and ±100 for the full control effect
#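 Read-out is the ratio of GFP to DsRed2 object intensity, acquired by 488 nm laser-scanning cytometry on HeLa lamin A-EGFP minigene reporter cells. Compound incubation 48 hrs at 37 °C in Opti-MEM with 2% FBS; DMSO 0.5% final.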
# GAA glycogen: GAA glycogen-cleavage inhibition or activation; recombinant GAA, glycogen substrate, Amplex Red glucose oxidase fluorescence; Potency, µM (titrated, usually from 76.4 µM), for inactives: top-dose activity change, negative = inhibition, hits mostly inhibitors; P10253; actives 0.38% (n = 300,000);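 also: potency is read from the fitted curve at half-maximal effect; 0% = full enzyme reaction and -100% = no-enzyme basal signal; the screen sought inhibitors and activators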
#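 Recombinant human alpha-glucosidase (4 nM final) hydrolysed bovine liver glycogen (30 ug) for 40 min at 37 C in pH 5.0 citrate/phosphate with 0.01% Tween-20. Released glucose detected by glucose oxidase/Amplex Red, Ex 573/Em 610 nm. Compounds up to 77 uM; AC50 from Hill fits.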
# GAA inhib: blocks human lysosomal alpha-glucosidase | Potency, µM (titrated, usually from 76.9 µM), for the others: at the highest dose activity change, negative = inhibition, actives largely listed as inhibitors | purified human GAA, 4-MU-alpha-glucoside fluorescence | actives 0.005% (n = 200,000) | AID 1466 | P10253;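 also: potency is read from the fitted curve at half-maximal effect; plate controls were uninhibited enzyme wells for no effect and no-enzyme background for full effect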
#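 Enzyme (4 nM final) mixed with compound (up to 77 uM), then 4-MU-alpha-D-pyranoside (400 uM final) added; 20 min at room temperature, pH 5.0. Reaction stopped at pH 10, fluorescence read, AC50 derived by Hill fit.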
# GAA spleen mod: inhibits or activates alpha-glucosidase in human spleen homogenate | P10253 | human spleen homogenate, 4-MU-alpha-glucoside fluorescence | Potency, µM (highest dose often 79.9 µM), without a hit: top-dose activity change, negative = inhibition, most hits filed as inhibitors | actives 0.006% (n = 240,000) | AID 2112;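 also: potency is read from the fitted curve at half-maximal effect; 0% = enzyme with vehicle and -100% = no enzyme basal signal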
#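 Enzyme source: human spleen homogenate, 1 ug/well. Buffer 50 mM citric acid/K phosphate pH 5.0, 0.01% Tween-20. 4-MU-alpha-glucoside 1 mM; 37 C x 40 min; NaOH/glycine stop; fluorescence.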
# HTT ATP protect: protects HTT-Q103 PC12 cells, measured by ATP; PC12 HTT-Q103 induced, cytoprotection, ATP luminescence, 40 h; Potency, µM (series often up to 56.4 µM), for inactives: cytoprotection (ATP increase), most hits filed as activators; actives 0.14% (n = 230,000);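 also: potency is read from the fitted curve at half-maximal effect; % of control where 0% means no effect; nearly all actives have a fitted effect of over 45% in size; toxic huntingtin expression switched on by the ecdysone agonist tebufenozide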
#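 Cells were plated at 1500 per well in phenol red-free DMEM with 5% equine and 5% calf serum. Tebufenozide (100 nM final) and compounds were added, then ATPlite reagent, and luminescence was read.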
# CBFb RUNX1 block: inhibitors of human CBF-beta and RUNX1 interaction; Q01196+Q13951; AID 1477; Potency, µM (top dose mostly 59.8 µM), for the others: at the highest dose activity, negative = inhibition, usual class: inhibitors; 230,000 tested, under 10 active; AlphaScreen CBFb-His/RUNX1-biotin binding, biochemical; also: % of control where 0% means no effect
# Target sequence (Q01196 whole entry, looked up): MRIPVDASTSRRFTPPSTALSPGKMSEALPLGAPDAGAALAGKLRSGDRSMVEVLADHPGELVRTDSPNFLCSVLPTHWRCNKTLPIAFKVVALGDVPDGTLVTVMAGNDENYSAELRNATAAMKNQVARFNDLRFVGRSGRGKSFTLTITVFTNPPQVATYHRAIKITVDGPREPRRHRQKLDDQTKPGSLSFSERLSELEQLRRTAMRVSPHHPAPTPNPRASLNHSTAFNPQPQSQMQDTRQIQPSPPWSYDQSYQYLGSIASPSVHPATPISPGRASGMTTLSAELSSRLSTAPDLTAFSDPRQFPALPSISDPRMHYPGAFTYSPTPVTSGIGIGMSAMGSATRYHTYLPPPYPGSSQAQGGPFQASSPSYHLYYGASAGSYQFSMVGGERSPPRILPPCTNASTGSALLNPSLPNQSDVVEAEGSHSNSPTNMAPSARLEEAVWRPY
# Target sequence (Q13951 whole entry, looked up): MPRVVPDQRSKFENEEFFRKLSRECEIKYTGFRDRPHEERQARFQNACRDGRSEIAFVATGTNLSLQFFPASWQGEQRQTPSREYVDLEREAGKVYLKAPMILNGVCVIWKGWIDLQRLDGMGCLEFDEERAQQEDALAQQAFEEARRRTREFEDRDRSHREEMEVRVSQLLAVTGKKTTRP
#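 Read-out: AlphaScreen. Format: His-CBF-beta with biotinylated RUNX1 (30 nM each) preincubated 20 min, compound 15 min, Ni-chelate plus streptavidin beads 90 min; room temperature throughout.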
# HttQ103 aggreg: mutant huntingtin aggregation inhibition; actives 1.1% (n = 220,000); PC12 HttQ103-GFP aggregates, Acumen cytometry, 40 h; Potency, µM (doses to about 46.1 µM), for the others: at the highest dose activity change, negative = inhibition, hits mostly inhibitors; also: potency is read from the fitted curve at half-maximal effect; % is scaled to controls: 0 for no effect and ±100 for the full control effect; nearly all actives have a fitted effect of over 60% in size
#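 PC12 cells with ecdysone-inducible HTT exon1 Q103-GFP, induced by 100 nM tebufenozide, given compounds in a concentration series. GFP aggregates (1–25 um, 6 SD above background) counted in lysates by laser-scanning cytometry, 488 nm excitation.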
# Numbers without * were called inactive; ? = inconclusive; · = not tested or not shown; [ ] = remark or other dose. Unless noted, calls follow the shape of the dose curve; as a rule, active = well fitted curve in the direction sought with a large enough effect; inconclusive = small, poorly fitted or top-dose-only effect, or another doubt; inactive = no such curve, though single readings can be large; an effect the other way counts as inactive or inconclusive.
# Each structure is followed by: Lamin A splicing | GAA glycogen | GAA inhib | GAA spleen mod | HTT ATP protect | CBFb RUNX1 block | HttQ103 aggreg
1: CCOC(=O)CCCc1ccc(/C(C)=N/NC(N)=S)cc1
    · | ? | · | 4% | 5%[10 µM] | 12% | 8%[9.22 µM]
2: Cc1ccc(C2(O)CN(c3ccccc3)C3=[N+]2CCS3)cc1 (stereo not drawn)
    -9% | -5% | -1% | 3% | 15%[10 µM] | -4% | ?
3: CC(C(=O)Nc1ccc(S(=O)(=O)N2CCOCC2)cc1)N1C(=O)C2CC=CCC2C1=O (stereo not drawn)
    ? | -7% | -4% | 5% | -9%[10 µM] | 5% | 10%
4: O=C(NC1c2ccccc2-c2ccccc21)N1CCCCC1
    -4% | -2% | -12% | 1% | -13%[10 µM] | 5% | -16%
5: O=C(NCc1cccnc1)c1ccc(COc2ccccc2Cl)o1
    12%[46 µM] | -6% | 5% | 8% | 27%[10 µM] | 3% | -20%[9.22 µM]
6: COc1cccc(/C(O)=C2/C(=O)C(=O)N(Cc3ccco3)C2c2ccncc2)c1 (stereo not drawn)
    10% | 1% | 6% | 2% | -9%[10 µM] | -3% | 5%
7: Cc1oc(-c2cccc(C(F)(F)F)c2)nc1CN1CCOCC1
    ? | -19% | 10% | 14% | -78%[inhibitor][10 µM] | -24% | ?
8: COc1ccc(/C=N/NC(=O)Nc2ccc3nsnc3c2)c(OC)c1
    -21%[46 µM] | 12% | ? | 1% | -18%[10 µM] | 5% | -1%[9.22 µM]
9: COc1cc(C)nc(N(Cc2ccccc2)S(=O)(=O)c2ccc(C)cc2)n1
    · | -11% | · | -5% | 21%[10 µM] | ? | 12%[9.22 µM]
10: CCn1cc(-c2nnnn2-c2ccc(Cl)cc2)c(=O)c2ccccc21
    3% | 6% | -7% | -4% | 3% | 4% | -6%
11: COc1ccc(NC(=S)Nc2ccc3nsnc3c2)cc1
    2% | 6% | ? | -7% | 9%[10 µM] | 18% | -24%
12: O=C1NN(c2ccccc2)C(=O)/C1=C\c1cccn1-c1ccc(Cl)c([N+](=O)[O-])c1
    10% | 0% | -12% | -1% | -16% | -8% | -7%
13: Cc1ccc(/C=N/NC(=O)CC(=O)NCc2cccnc2)cc1
    3% | 16% | 0% | -7% | -11%[10 µM] | 7% | -12%
14: O=C(CN1CCN(Cc2ccccc2Cl)C1=O)NCc1ccccn1
    · | -9% | · | -5% | 13%[10 µM] | 2% | -8%[9.22 µM]
15: Cc1cc(=O)[nH]c(COc2ccccc2)n1
    1% | 5% | 0% | -5% | -12% | 0% | -6%
16: CS(=O)(=O)Nc1cccc(-c2nc(NC3CC3)c3ccccc3n2)c1
    ? | · | · | 7% | -2% | · | ·
17: O=C(O)C1=C[C@@H](c2ccc(C(F)(F)F)cc2)C[C@@H](OCc2ccc(CO)cc2)O1
    · | 15% | · | 4% | -5%[10 µM] | 3% | -23%[9.22 µM]
18: Cc1c(NC(=O)c2ccccc2F)c(=O)n(-c2ccccc2)n1C
    3% | -1% | -4% | -7% | -4% | 2% | -6%
19: O=C(OCc1cc([N+](=O)[O-])cc2c1OCOC2)c1ccccn1
    · | -4% | -8% | -6% | -25% | -4% | 3%
20: Cc1ccc2cc(CN(C)C(=O)C3CCCO3)c(=O)[nH]c2c1 (stereo not drawn)
    4% | -6% | 0% | -1% | 15% | 4% | -6%
21: COc1ccccc1N1CCN(C(=O)CCn2c(=O)[nH]c3ccsc3c2=O)CC1
    4% | -2% | -3% | -12% | -12% | 1% | -2%
22: C=CCn1c(C)nnc1SCC(=O)c1[nH]c(C)c(C(C)=O)c1C
    19%[46 µM] | 3% | -2% | 1% | -7%[10 µM] | -13% | 0%
23: Cc1cc(OCC(O)CN(CCO)CCO)ccc1Cl (stereo not drawn)
    13% | 7% | -4% | -10% | -16% | 9% | 6%
24: COc1cccc(-c2nc(CCl)cs2)c1OC
    0%[46 µM] | 9% | 2% | 2% | 4%[10 µM] | 11% | 2%
25: Cc1cc(S(=O)(=O)N2CCOCC2)ccc1F
    -5% | 4% | -5% | 4% | -2% | 8% | -10%
26: O=C(/C=C/c1ccco1)Nc1ccccn1
    ? | 15% | -1% | 2% | -29%[10 µM] | 5% | -31%
27: Cc1ccnc(NC(=O)CCC(=O)N(CC(=O)NC2CCCCC2)C2CCCC2)c1
    · | -3% | · | -9% | -8%[10 µM] | 11% | -17%[9.22 µM]
28: CCOc1cc(CN2CCN(Cc3ccc(C)o3)C(CCO)C2)ccc1OC (stereo not drawn)
    · | 5% | 14% | 0% | -5%[10 µM] | -3% | -8%[9.22 µM]
29: COc1ccc(CN2C(=O)CSC2c2ccncc2)cc1 (stereo not drawn)
    · | 9% | -4% | 1% | -9%[10 µM] | 7% | -19%[9.22 µM]
30: Cc1ccccc1C(=O)Nc1c(-c2cccs2)c(=O)c2ccccc2n1C
    · | 2% | · | -3% | -9%[10 µM] | 4% | 6%[9.22 µM]
31: Brc1ccccc1OCCCn1cnc2ccccc21
    19% | -9% | -3% | -5% | -13% | -3% | -13%
32: CCCNc1c(NC(C)=O)c(=O)oc2ccccc12
    ? | 11% | 0% | -6% | · | -7% | 9%
33: CC(C)OCCCNC(=O)c1ccc(NS(C)(=O)=O)cc1
    -2% | -1% | -1% | -13% | -7% | 1% | 4%
34: C=CCNC(=O)CN(c1cccc(Br)c1)S(C)(=O)=O
    2% | 1% | -6% | 4% | 6%[1.9 µM] | 4% | -15%
35: COCCNC(=O)c1cc2c(=O)n(C)c3ccccc3c2n1C
    -4% | 1% | 4% | -5% | -19% | 0% | 9%
36: COc1ccc(/C=N/NC(=O)c2ccccc2OCc2ccccc2)c(OC)c1
    -26%[46 µM] | -6% | 4% | 0% | -68%[inhibitor] | -13% | ?
37: N#Cc1ccc(-c2csc(NC(=O)C3CC3)n2)cc1
    -9% | 4% | 1%[15.4 µM] | -5% | -13% | -4% | -18%
38: O=C(NNc1ccccc1[N+](=O)[O-])Nc1ccc(F)cc1
    -17% | ? | -6% | 2% | -9%[10 µM] | -8% | 10%
39: O=C(Nc1cc(Cl)ccc1Cl)C1CC(=O)N(c2ccc(Br)cc2)C1 (stereo not drawn)
    13% | 13% | 3% | -2% | 4% | 7% | -11%
40: Cc1cc(C(=O)N/N=C/c2cccnc2)n[nH]1
    · | 1% | · | 1% | -3%[10 µM] | 3% | -12%[9.22 µM]
41: COC(=O)c1ccc(NC(=S)NC2CCc3ccccc32)cc1 (stereo not drawn)
    · | 1% | -8% | 1% | -5%[10 µM] | 8% | 1%[9.22 µM]
42: COc1ccc(-n2c(=O)c3ccccc3n(CC(=O)c3ccccc3)c2=O)cc1OC
    · | 7% | -6% | 0% | -45%[inhibitor] | 5% | -15%
43: COc1ccc(CCNc2cn[nH]c(=O)c2Cl)cc1OC
    1%[46 µM] | -13% | 11% | -5% | -9%[10 µM] | 8% | 4%[9.22 µM]
44: CCOc1ccc(Cn2ccnc2CCl)cc1[N+](=O)[O-]
    19% | 2% | -2% | -1% | 10% | 2% | ?
45: CC1(c2cnc(Nc3ccccc3)s2)CCC(=O)O1 (stereo not drawn)
    8% | -10% | 6% | 0% | 10% | 7% | 1%
46: N#C/C(=C/c1ccncc1)c1nc2ccccc2s1
    ? | -18% | -7% | -3% | · | 7% | ·
47: COc1ccc(CNc2ncnc3c2[nH]c2cc(OC)c(OC)cc23)cc1
    · | 1% | · | 6% | -24%[10 µM] | -15% | -9%[9.22 µM]
48: COc1ccccc1N(CCC#N)C(=O)CSc1ccc2c(c1)OCCO2
    16% | -2% | -5% | 0% | -10%[0.074 µM] | -1% | -3%
49: COc1ccc(NC(=O)c2ccsc2NC(C)=O)cc1
    -14%[46 µM] | 2% | -4% | · | -11% | -11% | 12%
50: CCOC(=O)CSc1n[nH]c(NC(=O)c2ccc(F)cc2)n1
    7% | 6% | 2% | -3% | 9% | 0% | 4%
51: Oc1nc(Nc2ccc(Cl)cc2Cl)sc1/C=C1\C=Nc2ccccc21
    -10% | -5% | ? | -14% | -17%[10 µM] | 0% | ?
52: CNC(=S)N/N=C(\C)c1ccc(Cl)c(Cl)c1
    18%[46 µM] | -30% | -3% | -15% | -9% | -5% | -11%
53: c1ccc(COC2CCCN(Cc3nc(Cc4ccccc4)no3)C2)cc1 (stereo not drawn)
    ? | 11% | -1% | 1% | -7%[10 µM] | 10% | 0%[9.22 µM]
54: O=C(Nc1cccc2ccccc12)NC1CCS(=O)(=O)C1 (stereo not drawn)
    7%[46 µM] | -3% | 7% | -2% | 0%[10 µM] | 2% | -4%[9.22 µM]
55: COCCN(Cc1ccccc1)C(=S)Nc1ccc(OC(F)F)cc1
    ? | -4% | 6% | -3% | -1%[10 µM] | 14% | 0%
56: Cn1nc(C(F)(F)F)c(/C=N/OC(=O)c2ccccc2)c1Sc1ccc(Cl)cc1
    ? | -5% | -12% | -11% | -8% | 1% | 14µM*
57: CC(C)(C)NC(=S)NNC(=O)c1ccccc1Cl
    -6% | 4% | 7% | 1% | -7%[10 µM] | -3% | ?

# Sorted by the number under GAA glycogen (highest first): 3 of the compounds above
no.	smiles	Lamin A splicing	GAA glycogen	GAA inhib	GAA spleen mod	CBFb RUNX1 block	HttQ103 aggreg
26	O=C(/C=C/c1ccco1)Nc1ccccn1	?	15%	-1%	2%	5%	-31%
22	C=CCn1c(C)nnc1SCC(=O)c1[nH]c(C)c(C(C)=O)c1C	19%[46 µM]	3%	-2%	1%	-13%	0%
3	CC(C(=O)Nc1ccc(S(=O)(=O)N2CCOCC2)cc1)N1C(=O)C2CC=CCC2C1=O (stereo not drawn)	?	-7%	-4%	5%	5%	10%

# Profiles from above:
# Record of Cc1ccc(C2(O)CN(c3ccccc3)C3=[N+]2CCS3)cc1 (stereo not drawn) → Lamin A splicing: -9%; GAA glycogen: -5%; GAA inhib: -1%; GAA spleen mod: 3%; HTT ATP protect: 15%[10 µM]; CBFb RUNX1 block: -4%; HttQ103 aggreg: ?
# Record of COCCNC(=O)c1cc2c(=O)n(C)c3ccccc3c2n1C → Lamin A splicing: -4%; GAA glycogen: 1%; GAA inhib: 4%; GAA spleen mod: -5%; HTT ATP protect: -19%; CBFb RUNX1 block: 0%; HttQ103 aggreg: 9%
